# Compound activity as filed in PubChem.
# sEH inhibitor = soluble epoxide hydrolase (human) inhibition; P34913; 91,000 tested, 0.34% active; AID 707; recombinant human sEH enzymatic activity assay; inhibition, % at 2 µM; in the data active = inhibition above about 80%; also: values of inactives mirror those of a sister screen read the other way; many of its hits are not listed in these tables
# CD11b adhes enh = CD11b/CD18-fibrinogen binding enhancement. 93,000 tested, 0.07% active. AID 1499. K562 CD11b/CD18 adhesion to fibrinogen, ATPlite luminescence. activation, % at 10 µM;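 active = 10 µM primary screen giving 50% or more activity, confirmed by 40% or more on retest at that dose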; also: strong numbers were not always called active; reference of the scale not given here
# ERb coact inh = ER-beta (human) coactivator binding inhibition. Q92731. TR-FRET ER-beta LBD / SRC1-Cy5 peptide binding; receptor agonist-loaded with 1 µM estradiol. inhibition, % at 25.6 µM. 86,000 tested, 1.3% active;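 active = compounds whose percent inhibition of the receptor-coactivator binding signal exceeds about 50% in the single-dose screen, limit read from the data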;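 also: 0% = receptor plus peptide wells without compound and 100% = peptide-only wells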
# Target sequence (Q92731 whole entry, looked up, the tested form may be a part): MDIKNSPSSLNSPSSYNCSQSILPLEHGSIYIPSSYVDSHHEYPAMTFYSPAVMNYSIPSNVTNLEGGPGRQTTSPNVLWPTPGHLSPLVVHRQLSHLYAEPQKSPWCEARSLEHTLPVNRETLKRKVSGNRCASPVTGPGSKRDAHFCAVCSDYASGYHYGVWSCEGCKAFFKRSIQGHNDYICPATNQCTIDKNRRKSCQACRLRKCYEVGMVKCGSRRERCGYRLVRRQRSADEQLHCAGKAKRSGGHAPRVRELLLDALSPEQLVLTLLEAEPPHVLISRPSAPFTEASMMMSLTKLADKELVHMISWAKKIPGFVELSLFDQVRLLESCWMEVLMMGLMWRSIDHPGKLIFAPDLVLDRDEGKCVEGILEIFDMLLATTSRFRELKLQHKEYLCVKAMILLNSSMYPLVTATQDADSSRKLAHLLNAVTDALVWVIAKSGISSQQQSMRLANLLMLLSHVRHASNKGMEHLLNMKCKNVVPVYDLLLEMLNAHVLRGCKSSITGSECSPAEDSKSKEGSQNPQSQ
# MT1-MMP txn act = MT1-MMP promoter transcription activation; 86,000 tested, 0.16% active; activation factor at 10 µM; AID 750; HT1080 MT1-MMP promoter luciferase reporter, luminescence, overnight; active compounds read high;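 active = activation factor of at least 2 for MT1-MMP transcription at 10 µM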
# CD11b adhes inh = blocks human CD11b/CD18 adhesion to fibrinogen. AID 1497. 93,000 tested, 0.54% active. inhibition, % at 10 µM. K562 CD11b/CD18 adhesion to fibrinogen, ATPlite luminescence; Mn2+ added to activate the integrin;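 active = primary inhibition of 50% or more at 10 µM, then 40% or more on retest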; also: some results filed as inactive read as strong as hits
# Candida biofilm = kills Candida albicans biofilms; inhibition, % at 6 µM; C. albicans biofilm + clotrimazole, Alamar Blue; 85,000 tested, 0.14% active;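 active = inhibition above 20%; inactive = inhibition below 20%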;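 also: preformed 24 hr biofilms exposed to compound for 48 hr; 0% = biofilm without compound and 100% = blank killed by clotrimazole plus chlorhexidine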
# Smad3 inh = Smad3 (human) transcription factor binding inhibition. inhibition, % at 25 µM. TR-FRET Smad3/Dy647-FoxH1 peptide binding, europium anti-His. P84022. 88,000 tested, 0.29% active;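 active = compounds that reduce the energy-transfer binding signal between the protein and its labelled peptide by more than half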;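 also: 0% = Smad3 plus labelled peptide maximal FRET and 100% = peptide-only background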
# Target sequence (P84022 whole entry, looked up): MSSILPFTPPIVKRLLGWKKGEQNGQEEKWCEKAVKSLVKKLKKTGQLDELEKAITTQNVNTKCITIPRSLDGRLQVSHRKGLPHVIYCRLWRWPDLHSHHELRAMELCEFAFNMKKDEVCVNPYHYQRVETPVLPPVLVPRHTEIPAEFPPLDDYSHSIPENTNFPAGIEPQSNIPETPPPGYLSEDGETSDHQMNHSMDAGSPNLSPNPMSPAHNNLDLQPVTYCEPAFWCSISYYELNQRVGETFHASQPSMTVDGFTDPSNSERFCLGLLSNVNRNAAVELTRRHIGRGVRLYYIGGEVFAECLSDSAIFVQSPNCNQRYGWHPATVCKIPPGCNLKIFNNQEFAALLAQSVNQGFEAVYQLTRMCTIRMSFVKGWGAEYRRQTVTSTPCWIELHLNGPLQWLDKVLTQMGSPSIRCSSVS
# sEH act = activators of human soluble epoxide hydrolase | P34913 | purified human sEH enzymatic activity, activator screen | activation, % at 2 µM | 91,000 tested, 0.04% active; in the data active = activation above about 37%; also: values of inactives mirror those of a sister screen read the other way
# ERa SRC1 pot = enhances coactivator binding to human estrogen receptor alpha | TR-FRET ERalpha-LBD/SRC-Cy5 coactivator binding, 2 h; 100 = basal binding, no effect | P03372 | coactivator binding (% of control), % at 25.6 µM | 86,000 tested, 1.3% active; in the data active = activity above about 200%;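 also: binding measured in presence of low estradiol as agonist stimulus; 0% = peptide alone without receptor and 100% = receptor with peptide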
# The depositor's hits bear a star; x = not tested or not shown; [ ] = dose if it differs, or a comment. The list is partial, so the mix of outcomes need not match the whole.
SMILES,sEH inhibitor,CD11b adhes enh,ERb coact inh,MT1-MMP txn act,CD11b adhes inh,Candida biofilm,Smad3 inh,sEH act,ERa SRC1 pot
N#CC(C(=O)O)=C1CCCC1,3,-1,20,1.1,-2,3,-6,0,93
COC(=O)c1c(NC(=O)CC2SCC(C(=O)OC)NC2=O)sc2c1CCCC2 (stereo unspecified),-15,1,-4,1,10,5,-6,11,101
CCOc1ccc(C(=O)NC(C(=O)NCc2ccccn2)C(C)C)cc1 (stereo unspecified),-24,3,1,1.3,-22,-4,5,22,96
Cc1cccc(NC(=O)Cc2ccc(F)cc2)c1,1,-2,-2,1.3,-9,-3,-24,-7,99
COC(=O)c1c(NC(=O)c2ccco2)sc(C(=O)N(C)C)c1C,-2,x,6,1.2,x,6,1,5,111
Brc1ccc(NCc2cccc3ccccc23)nc1,1,2,-12,1.1,1,7,-12,-3,94
CCOC(=O)C1[C@H]2C(=O)N(CCCOC)C[C@]23C=C[C@H]1O3 (stereo partly specified),-12,-2,2[fluorescence artefact?],1.3,-1,-2,3,12,111
Clc1ccc(-c2nnc3sc(-c4ccc(Br)o4)nn23)c(Cl)c1,-12,-1,x,0.9,7,x,x,11,x
CCn1c(COc2ccccc2OC)nnc1SCC#N,-1,-1,8,1.1,0,-6,0,-2,112
O=C(O)CCCNS(=O)(=O)c1ccc(F)cc1,x,-7,-4[fluorescence artefact?],1,6,11,1,x,111[fluorescence artefact?]
COc1ccc(OC)c(C2/C(=C(\O)c3c(C)nc4ccccn34)C(=O)C(=O)N2CCCN(C)C)c1 (stereo unspecified),x,x,-13,1.2,x,6,13,x,108
CCOC(CNC(=O)CCc1c(C)nc2nc(C)nn2c1C)OCC,-3,-2,46,1.2,-17,7,7,5,62
CCN(C(=O)Cc1ccc(Br)cc1)C1CCCCC1,-9,4,-4,1,-6,-1,7,10,92
COc1ccc(/C(C)=C2\SC(=S)N(CCC(=O)O)C2=O)cc1,6,1,-10,1.3,5,4,10,-8,93
CSc1ccccc1NC(=O)CN(Cc1ccc(Cl)cc1)S(C)(=O)=O,-11,-3,-15,1.2,-1,6,1,14,104
Fc1ccc(Cl)cc1/C=N/n1cnnc1SCc1ccccc1,19,-1,1,1.1,2,2,-9,-20,90
COc1ccc(CCNC(=O)c2cc(-c3ccccc3)on2)cc1OC,4,24,-6,1.1,-22,3,0,-1,101[fluorescence artefact?]
CS(=O)(=O)c1ccc2nc(NC(=O)Oc3ccccc3)sc2c1,-3,1,-5[fluorescence artefact?],1.2,-2,0,6,6,113
COC(=O)c1ccc(CN2C(=O)NC3(CCC(C)CC3)C2=O)o1 (stereo unspecified),13,-1,16,1.1,4,6,8,-9,103
CCOC(=O)c1cnc(-c2cccc(OC)c2)[nH]c1=O,10,-1,2,1.1,-8,4,-9,-12,117
COc1ccc(OC)c(S(=O)(=O)N2CCC(C(=O)NCc3ccccc3OC)CC2)c1,32,-3,-1,1.2,-17,6,8,-35,103[fluorescence artefact?]
O=C(Cc1cccs1)Nc1ccc2c(c1)C(=O)OC2,-7,-2,8,0.9,-3,9,6,8,109
CC1(C)CC(=O)C(C=Nc2ccccc2Sc2ccccc2)=C(O)C1,8,3,-2,1,-10,2,-5,-7,88
CCCCc1c(O)nc(SCCN(C)C)n(-c2ccccc2)c1=O,-7,0,x,1.2,8,x,x,7,x
CCC(c1nc2ccccc2c(=O)n1-c1cccnc1)N1C(=O)c2ccccc2C1=O (stereo unspecified),9,-2,-6[fluorescence artefact?],1.2,-9,9,12[fluorescence artefact?],-7,92

# 3 entries picked at random from the list so far:
SMILES,sEH inhibitor,CD11b adhes enh,ERb coact inh,MT1-MMP txn act,CD11b adhes inh,Candida biofilm,Smad3 inh,sEH act,ERa SRC1 pot
CC1(C)CC(=O)C(C=Nc2ccccc2Sc2ccccc2)=C(O)C1,8,3,-2,1,-10,2,-5,-7,88
CSc1ccccc1NC(=O)CN(Cc1ccc(Cl)cc1)S(C)(=O)=O,-11,-3,-15,1.2,-1,6,1,14,104
CCN(C(=O)Cc1ccc(Br)cc1)C1CCCCC1,-9,4,-4,1,-6,-1,7,10,92

# Back to the main list, repeating the 3 entries before the break.
SMILES,sEH inhibitor,CD11b adhes enh,ERb coact inh,MT1-MMP txn act,CD11b adhes inh,Candida biofilm,Smad3 inh,sEH act,ERa SRC1 pot
CC1(C)CC(=O)C(C=Nc2ccccc2Sc2ccccc2)=C(O)C1,8,3,-2,1,-10,2,-5,-7,88
CCCCc1c(O)nc(SCCN(C)C)n(-c2ccccc2)c1=O,-7,0,x,1.2,8,x,x,7,x
CCC(c1nc2ccccc2c(=O)n1-c1cccnc1)N1C(=O)c2ccccc2C1=O (stereo unspecified),9,-2,-6[fluorescence artefact?],1.2,-9,9,12[fluorescence artefact?],-7,92
N#Cc1c(N)nc(-c2ccccc2)nc1-c1ccccc1,x,-2,-1,1,10,10,-2,x,111
O=C(NCc1ccc2c(c1)OCO2)c1cc(-c2ccc(Cl)cc2Cl)on1,6,x,-18,1.2,x,5,0,-4,126
COc1cc(C(=O)NCCc2ccc3c(c2)OCCO3)ccc1OCC(=O)N1CCOCC1,-8,-1,-4,1.1,3,5,2,10,118
COc1ccc(NC(=O)CSc2nnc(CNc3ccc(F)cc3)o2)c(OC)c1,-3,2,7[fluorescence artefact?],1,-7,5,-4,3,94
Cc1ccc(C2CN=NC23CCc2ccccc2C3=O)cc1 (stereo unspecified),-8,-1,-8,1.2,-23,-2,20[fluorescence artefact?],7,97
CCC(=O)Nc1ccc(S(=O)(=O)c2ccc(NC(=O)CC)cc2)cc1,-1,-7,-6,1,21,4,-12,4,120
CCOC(=O)c1cc2c(=O)n3cccc(C)c3nc2n(Cc2ccccc2Cl)c1=N,x,7,7,1.2,13,5,5,x,110
CN(C)S(=O)(=O)c1ccc2c(c1)c(=O)c(C(=O)NCCCN1CCCCCC1)cn2C,1,0,9,1.1,-7,8,9,-1,92[fluorescence artefact?]
CNC(=O)/C=C1\NC(C)(C)Cc2ccccc21,16,-1,1,1,-4,3,12,-16,104
O=S(=O)(Nc1ccc(-c2csc(-c3ccccc3)n2)cc1)c1ccc(F)cc1,-4,-5,x,x,4,x,x,3,x
O=C(Nc1ccc(OCc2ccccc2)cc1)c1cccnc1,0,5,-4,1.2,-33,1,20,-3,99
Cc1noc(C)c1COc1ccc(C(=O)OCC(=O)NC(=O)C2COc3ccccc3O2)cc1 (stereo unspecified),-10,-1,2,1,-2,x,-2,9,80
CCOc1cc(-c2conc2N)cc(OCC)c1OCC,-13,x,-8,1.1,x,5,-7,19,134
Cc1ccc(-n2nnnc2SCC(=O)c2ccc3c(c2)NC(=O)CO3)c(C)c1,-8,-2,x,x,-3,x,x,10,x
O=C(O)C1CCCCN1S(=O)(=O)c1ccccc1 (stereo unspecified),1,-1,x,x,9,x,x,0,x
CCCC(=O)Nc1cc(=O)[nH]c2ncnn12,-4,-2,-10,1.1,-8,4,5,5,128
Cc1ccc(Nc2nc(C(=O)N3CCC(C(=O)N4CCN(C)CC4)CC3)cs2)cc1,-7,-1,-2,1.4,-2,-1,-10,6,106
COc1cccc(S(=O)(=O)Nc2ccc3sc(C)nc3c2)c1,-2,-4,8,x,-8,8,-3,4,85
COc1ccc(OC)c(C(=O)c2coc3ccc(O)c(CN4CCOCC4)c23)c1,9,4,-2,1,-13,7,5,-7,111
COc1ccc(Br)cc1C(=O)Nc1ccc(O)cc1,2,1,-3,1.1,-17,1,0,-2,97[fluorescence artefact?]
Cc1ncc(S(=O)(=O)c2ccccc2)c(-c2ccccc2)n1,-4,0,-4,1,-26,8,5,2,85
COc1ccc(CCN2C(=O)CC(N3CCOCC3)C2=O)cc1OC (stereo unspecified),7,x,-1[fluorescence artefact?],1,x,4,6[fluorescence artefact?],-3,117
Nc1c(C(=O)NCCc2ccccc2)nnn1Cc1ccccc1,x,x,-1,1.1,x,3,5[fluorescence artefact?],x,108
Cc1cccc(C(=O)Nc2sc(C(=O)N3CCCC3)c(C)c2C#N)c1,-10,-3,7,1.1,-3,2,11,7,67
COc1ccccc1NC(=O)c1cn(C)c(=O)c2cc(OC)c(OC)cc12,x,-6,2[fluorescence artefact?],1.1,1,8,-2,x,94

# Continued.
SMILES,sEH inhibitor,CD11b adhes enh,ERb coact inh,MT1-MMP txn act,CD11b adhes inh,Candida biofilm,Smad3 inh,sEH act,ERa SRC1 pot
O=C1NC(c2ccccc2)(C(F)(F)F)SC2=NCCCN12 (stereo unspecified),4,2,-21[fluorescence artefact?],1.2,-64,8,11[fluorescence artefact?],-3,114
Cc1ccnc(NC(=O)c2ccccc2[N+](=O)[O-])c1,7,11,x,x,4,x,x,-5,x
O=C(c1ccccc1)C1CN(c2ccccc2)CC1c1ccc(Cl)cc1 (stereo unspecified),6,18,x,x,9,x,x,-5,x
Cn1nc(C(=O)NCc2cccnc2)c2ccccc2c1=O,12,-4,-2,1.1,-9,7,-5,-12,116
CCn1c(SCCC#N)nnc1-c1ccncc1,-2,0,-18,1.2,-8,4,8,6,111
CC1=C(c2ccc(C)cc2)S(=O)(=O)N(CC(=O)O)C1=O,x,-3,6,1.3,-12,3,-10,x,104
Cc1onc(-c2ccccc2Cl)c1C(=O)N1CCN=C1SCc1cccnc1,-13,-5,-5,1.1,-11,x,-7[fluorescence artefact?],12,128
O=C(Nc1nccs1)c1ccc(CSc2nnnn2-c2ccccc2)cc1,-5,-10,17,1.4,15,7,6,5,123
CCOc1ccccc1NC(=O)C1CCN(c2ccc(S(=O)(=O)N3CCCC3)cc2)CC1,11,-2,2[fluorescence artefact?],1,0,9,2,-11,108[fluorescence artefact?]
Cc1ccc(-n2c(SCC(=O)Nc3ccc4c(c3)OCO4)nnc2-c2cccs2)cc1,4,1,39[fluorescence artefact?],1.1,0,-4,-134[fluorescence artefact?],-5,378*[fluorescence artefact?]
CC(CC(=O)O)CC(=O)Nc1ccc(S(N)(=O)=O)cc1 (stereo unspecified),x,x,5,1.1,x,2,-2,x,111
COc1ccc(/C=N/n2cnnc2SCCO)cc1OC,13,1,x,1.1,-3,x,x,-12,x
CCc1nc2sc(C#N)c(N)c2c2c1CCCC2,8,x,27[fluorescence artefact?],1.1,x,5,-7,-7,93
Cc1nnc(SCC(=O)NC(=O)NC2CCCC2)n1N,-8,0,-5,1,-9,8,0,7,104
COc1c(Br)cc(Br)cc1C(=O)O,-19,0,7[fluorescence artefact?],1,-8,3,5,15,85[fluorescence artefact?]
COc1cccc(NC(=O)Cc2ccc(C)cc2)c1,2,1,-11,x,-20,5,1,0,96
CCOC(=O)c1oc2cc(O)ccc2c(=O)c1-c1csc(C)n1,-9,4,-3,1.1,-4,5,3,6,90
O=C(NC(NNc1ccc([N+](=O)[O-])cc1)(C(F)(F)F)C(F)(F)F)c1ccc(Cl)cc1,-11,-4,x,x,14,x,x,12,x
CCOC(=O)CC1=CSC2=NS(=O)(=O)CCN12,x,-3,-5,1.1,1,12,7,x,110
CCOc1c(OC(C)=O)ccc(/C=C2\N=C(SCC)SC2=O)c1[N+](=O)[O-],-1,4,x,x,-6,x,x,1,x
CC(C)(C)c1ccc(C(=O)N2CCC(C(=O)NCc3ccco3)CC2)cc1,10,x,8,1.2,x,2,-7,-9,117
COc1ccc2c(=O)c(-c3nc(C)cs3)coc2c1,0,x,-16,0.4,x,2,-1,2,102
Cn1c(=O)c2c(nc(SCC(=O)NCC3CCCO3)n2C)n(C)c1=O (stereo unspecified),1,2,-4,1,-15,4,7,-1,97
CCN(CC(=O)NC(=O)NCc1ccco1)Cc1nc2ccccc2c(=O)[nH]1,8,-1,14,1.1,-11,5,-9,-6,136[fluorescence artefact?]
O=C(CSc1nc2ccccc2n1CC(=O)N1CCCC1)NCc1ccc2c(c1)OCO2,2,-7,-1,1.3,2,6,0,-2,111
CCCc1cc(SCC(=O)Nc2c(C)n(C)n(-c3ccccc3)c2=O)n2c(nc3ccccc32)c1C#N,-20,31,-10,1,17,-2,8,21,126[fluorescence artefact?]
